ELG1 genotox: qHTS screen for small molecules that induce genotoxicity in human embryonic kidney (HEK293T) cells expressing luciferase-tagged ELG1; HEK293T ELG1-luciferase reporter, luminescence, 16 h; Potency, µM (titrated, usually from 46 µM), without a hit: top-dose activity change, positive = activation, actives largely listed as activators; 330,000 tested, 1.3% active; AID 504466, 2011; note: potency is the fitted concentration of half-maximal effect; % of control where 0% means no effect; nearly all actives have a fitted effect of over 60% in size
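DMSO vehicle served as control against compound-treated ELG1-luciferase HEK293T cells; exposure lasted 16 hr at 37 °C and 5% CO2, followed by ONE-Glo luminescence detection after 30 min.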
Menin MLL FP TR: qHTS Assay for Inhibitors Targeting the Menin-MLL Interaction in MLL Related Leukemias: Competition With Texas Red Labeled MLL-derived Mutant Peptide; Potency, µM (doses to about 61.6 µM), for inactives: at the highest dose FP activity change, negative = inhibition, actives largely listed as inhibitors; Menin + Texas Red MLL mutant peptide, fluorescence polarization; O00255; AID 1768, 2009; 270,000 tested, 0.23% active; active = well fitted inhibition curve with a large enough effect in the polarisation, with a control signal flat, not every such curve was filed as active; inconclusive = small, poorly fitted or top-dose-only effect, or effect the other way, or a change in a side signal; inactive = no such curve, though single readings can be large or run the other way; the % refers to the polarisation; note: potency is the fitted concentration of half-maximal effect; % of control where 0% means no effect; many of its hits are not listed in these tables
Target sequence (O00255 whole entry, looked up): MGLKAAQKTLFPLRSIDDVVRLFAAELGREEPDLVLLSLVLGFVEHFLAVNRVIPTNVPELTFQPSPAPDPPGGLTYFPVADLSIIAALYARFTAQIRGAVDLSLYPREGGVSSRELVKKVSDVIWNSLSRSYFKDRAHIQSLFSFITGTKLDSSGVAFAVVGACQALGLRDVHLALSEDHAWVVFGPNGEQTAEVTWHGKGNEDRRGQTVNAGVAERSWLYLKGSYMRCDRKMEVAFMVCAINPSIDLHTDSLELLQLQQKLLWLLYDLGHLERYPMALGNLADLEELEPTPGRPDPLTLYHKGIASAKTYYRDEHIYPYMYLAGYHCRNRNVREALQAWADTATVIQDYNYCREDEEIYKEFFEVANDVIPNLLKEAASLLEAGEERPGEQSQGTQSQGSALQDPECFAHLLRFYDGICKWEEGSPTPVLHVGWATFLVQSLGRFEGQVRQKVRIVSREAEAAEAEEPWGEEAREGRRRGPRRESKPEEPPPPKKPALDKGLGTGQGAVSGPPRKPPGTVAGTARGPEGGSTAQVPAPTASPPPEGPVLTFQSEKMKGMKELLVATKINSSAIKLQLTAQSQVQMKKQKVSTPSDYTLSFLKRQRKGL
FLuc counter: qHTS profiling assay for firefly luciferase inhibitor/activator using purifed enzyme and Km concentrations of substrates (counterscreen for miR-21 project). Potency, µM (top dose mostly 57.5 µM), for the others: top-dose activity change, negative = inhibition, actives largely listed as inhibitors. purified FLuc, Km substrates, luminescence inhibition. AID 588342, 2011. 360,000 tested, 6.9% active;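 note: potency is the fitted concentration of half-maximal effect; plate controls were vehicle for no effect and reference inhibitor for full effect; nearly all actives have a fitted effect of over 55% in size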
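Purified P. pyralis luciferase, 10 nM final, with Km-level 10 uM D-luciferin and 10 uM ATP in 50 mM Tris acetate pH 7.5, 10 mM Mg acetate, 0.01% Tween-20, 0.05% BSA; 6-point qHTS titration about 60 µM downward; luminescence read.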
Giardia killer: Small Molecules that selectively kill Giardia lamblia: qHTS. activity change, % at 7.66 µM, hits read low. 340,000 tested, 0.15% active. Giardia lamblia trophozoite viability. AID 540267, 2011; in the data active = activity change below about -80%; inconclusive = between about -30% and that limit;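 note: parasites exposed to compound for two days anaerobically before the ATP read; % is set by controls: 0 for no effect and ±100 for the full control effect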
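Luminescence from cellular ATP indicates surviving trophozoites (100 cells/well) following 48 hrs anaerobic compound treatment at 37 deg C; signal develops 15-30 min at room temperature.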
BRCA1 expr act: qHTS Assay to Identify Small Molecule Activators of BRCA1 Expression; MCF7-BRCA1-FFLuc reporter, luminescence, 48 h; response scale: scaled: vehicle 0%, 10 µM genistein 100%; Potency, µM (series often up to 46.1 µM), for the others: at the top dose activation, usual class: activators; 380,000 tested, 1.1% active; AID 624202, 2012; note: potency is the fitted concentration of half-maximal effect; nearly all actives have a fitted effect of over 80% in size; some results filed as inactive show a strong effect at the top dose
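Activators of BRCA1 expression were detected as increased firefly luciferase luminescence in engineered MCF7 cells after 48 h compound incubation. Signals were scaled to genistein 10 microM as full activation.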
RORg inh: qHTS for inhibitors of ROR gamma transcriptional activity; AID 2551, 2010; Drosophila S2 Gal4-RORgamma UAS-luciferase reporter, 20 h; 310,000 tested, 5.4% active; Potency, µM (titrated, usually from 53.6 µM), for the others: at the top dose activity change, negative = inhibition, usual class: inhibitors; note: potency is the fitted concentration of half-maximal effect; % is set by controls: 0 for no effect and ±100 for the full control effect; nearly all actives have a fitted effect of over 60% in size
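Drosophila Schneider cells stably carrying a metallothionein-driven Gal4 DBD–ROR gamma fusion and a UAS-Photinus luciferase reporter were exposed to compound for 1 hr, then induced with copper sulfate (700 uM final) for 20 hr at ambient temperature before luminescence reading.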
p53 reactivator: qHTS assay for re-activators of p53 using a Luc reporter | H1299 p53-A138V BP100-luciferase reporter, luminescence, 24 h | Potency, µM (series often up to 92.2 µM), for the others: at the highest dose activity change, positive = activation, hits mostly activators | 320,000 tested, 0.063% active; note: potency is the fitted concentration of half-maximal effect; % of control where 0% means no effect; nearly all actives have a fitted effect of over 45% in size
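H1299 (p53-null), stable ts p53-A138V + BP100-Luc; 1000 cells/well, Opti-MEM/10% FBS; cpd 4 pt, 1:5; 24 h, 37 deg C, 5% CO2; detection reagent 10 min RT; luminescence.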
Rab9 prom act: qHTS Assay for Rab9 Promoter Activators; Huh7 Rab9 promoter-luciferase reporter, luminescence, 24 h; Potency, µM (series often up to 9.22 µM), inactives show at the top dose activation, negative = inhibition, actives largely listed as activators; 320,000 tested, 2.8% active; AID 485297, 2010; note: potency is the fitted concentration of half-maximal effect; % of control where 0% means no effect; nearly all actives have a fitted effect of over 60% in size
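Quantitative HTS format; Huh7 Rab9-luciferase reporter cells (1500/well) receive compound 2 h post-plating, incubate 24 h at 37 °C, then get luciferase reagent for 10 min before luminescence reading.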
NPC1 promoter act: qHTS Assay for NPC1 Promoter Activators | 320,000 tested, 2.4% active | Huh7 NPC1 promoter luciferase reporter, 24 h | Potency, µM (highest dose often 9.22 µM), for inactives: at the highest dose activation, most hits filed as activators;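 note: potency is the fitted concentration of half-maximal effect; % of control where 0% means no effect; nearly all actives have a fitted effect of over 60% in size; reporter is driven by a mutant NPC1 promoter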
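In 1536-well qHTS, Huh7 cells harboring an NPC1 promoter–luciferase construct received compound for 24 h; activation was quantified by luminescence following luciferase reagent addition.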
VP16 counter: VP16 counterscreen qHTS for inhibitors of ROR gamma transcriptional activity | Drosophila S2 Gal4-VP16 UAS-luciferase, luminescence, 20 h | Potency, µM (titrated, usually from 53.6 µM), inactives show at the top dose activity, negative = inhibition, usual class: inhibitors | 310,000 tested, 3.5% active | AID 2546, 2010;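 note: Gal4-VP16 expression switched on by copper sulfate through the metallothionein promoter; potency is the fitted concentration of half-maximal effect; % is set by controls: 0 for no effect and ±100 for the full control effect; nearly all actives have a fitted effect of over 50% in size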
PKM2 activator: qHTS Assay for Activators of Human Muscle isoform 2 Pyruvate Kinase; purified PKM2, Kinase-Glo ATP luminescence, activation; response scale: 0% is enzyme alone, no compound; Potency, µM (top dose mostly 57.5 µM), without a hit: at the highest dose activation, usual class: activators; 260,000 tested, 0.34% active; Pyruvate kinase PKM (Homo sapiens), P14618; note: potency is the fitted concentration of half-maximal effect; % is set by controls: 0 for no effect and ±100 for the full control effect; nearly all actives have a fitted effect of over 55% in size
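Kinase-Glo luminescence reports ATP generated from ADP (0.1 mM) and PEP (0.5 mM) by purified hPK-M2 after 1 h at room temperature, pH 7.2 imidazole buffer; intermediate enzyme activity allows detecting inhibitors and activators.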
* marks the source's active call; other numbers are inactive results; ? = inconclusive; . = not tested or not shown; [ ] = remark or other dose. Unless noted, calls come from the whole dose curve; as a rule, active = well fitted curve in the direction sought with a large enough effect; inconclusive = small, poorly fitted or top-dose-only effect, or another doubt; inactive = no such curve, though single readings can be large; an effect the other way counts as inactive or inconclusive. The list is partial, so the mix of outcomes need not match the whole.

mol	ELG1 genotox	Menin MLL FP TR	FLuc counter	Giardia killer	BRCA1 expr act	RORg inh	p53 reactivator	Rab9 prom act	NPC1 promoter act	VP16 counter	PKM2 activator
COCCNC(=O)c1cc(-c2ccc(Cl)c(Cl)c2)on1	?	5%	-9%	-1	70%	?	8%	29%	17%	?	12%
C=CCNc1nc(C)c(C(C)=O)cc1C#N	5%	-2%	4%	3	0%	13%	1%	-4%	1%	20%	2%
Cc1cccc(NCc2ccccc2OCc2ccccc2F)c1	-1%	0%	1%	-29	-31%	19%	?	1%	2%	1%	-3%
COc1ccc(OC)c(-c2c(C#N)c(N)nc3c2c(=O)nc2sccn23)c1	0%	-6%	-1%	-10	-3%	9%	5%	-3%	-2%	3%	-1%
Cc1ccc(OCC(=O)Nc2cc(S(=O)(=O)N3CCCCC3)ccc2C)c([N+](=O)[O-])n1	-1%	-3%	7%	?	-4%	31%	2%	-4%	-5%	-18%	-1%
CC(NC(=O)c1ccncc1)C(C)(C)C (configuration not stated)	-1%	-7%	0%	-5	-18%	5%	-4%	-4%	-4%	0%	-1%
COc1cccc2[nH]c3ccccc3c(=O)c12	0%	-1%	17µM*	-1	61%	0%[1.91 µM]	?	6%	3%	?	3%
Cn1c(=O)n(CCO)c(=O)c2c1nc(Br)n2Cc1ccccc1	0%	-13%	0%	-8	-8%	9%	.	-1%	1%	3%	1%
CSc1nncn1/N=C/c1cc(Cl)ccc1F	4%	-13%	-4%	0	5%	-1%	11%	12%	3%	?	19%
Cc1c(NCc2ccncc2)cccc1C(=O)O	0%	-15%	-2%	-16	3%	-3%	-3%	-2%	-4%	4%	-5%
COc1ccc(Br)cc1/C=N/NC(=O)c1cccc(S(=O)(=O)N2CCOCC2)c1	1%	4%	6%	-11	2%	-18%	0%	-5%	-1%	2%	-1%
O=C(Nc1ccc2sccc2c1)c1ccc(Cl)s1	1.5µM*	?	0.67µM*	-7	?	?	23%	1µM*	1.4µM*	-20%	0%
Cc1c(NC(=O)CN2CCN(c3ccccc3)CC2)c(=O)n(-c2ccccc2)n1C	2%	-16%	-1%	-11	-4%	36%	9%	4%	4%	1%	-2%
O=C(c1ccco1)N1CCCC(c2nc3c(nnn3Cc3ccc(Cl)cc3Cl)c(=O)[nH]2)C1 (configuration not stated)	18%	-19%	1%	-7	-36%	35%	-7%	-1%	-5%	2%	20%
CC(=O)c1ccc(NS(=O)(=O)c2cc3c(cc2C)N(C(C)=O)CCO3)cc1	10%	0%	3%	?	-11%	-3%	-1%	-4%	-4%	6%	1%[0.46 µM]
COCCNC(=O)c1cc2sc3ccccc3c2s1	15µM*	-17%	11µM*	9	87%	-17%	?	2.8µM*	?	-13%	7%
Nc1ccc(C(=O)N2CCCC2)cc1	1%	-1%	3%	5	-21%	-37%	-5%	0%	0%	4%	2%
O=C(COC(=O)/C=C/c1ccc(OC(F)F)cc1)NC1CCCCCCC1	2%	.	-3%	23	-14%	.	0%	3%	1%	.	.
COc1ccc(-c2noc(CSc3nc4ccccc4c(=O)n3-c3ccccc3)n2)cc1OC	6%	4%	3%	10	-23%	15%	-14%	-6%	1%	-2%	1%
O=C(CN1C(=O)C2C3C=CC(C3)C2C1=O)Nc1nncs1 (configuration not stated)	1%	-6%	-2%	2	-8%	-12%	25%	2%	-2%	-10%	2%
O=C(Nc1ccccc1)NC(Cc1ccc(O)cc1)C(=O)O (configuration not stated)	-1%	-1%	-2%	-6	25%	-11%	-3%	1%	0%	7%	0%
O=C(CCC(=O)NNC(=O)Nc1cccc(Cl)c1)NCc1ccccc1	-2%	6%	0%	-17	-16%	12%	-1%	0%	-3%	6%	-4%
CCn1cc(S(=O)(=O)CC(=O)NC2CCCCC2)c2ccccc21	2%	7%	0%	-7	13%	5%	17%	0%	1%	-3%	24%
CCC1(c2ccc(Cl)cc2)NC(=S)N(c2ccc(C)cc2)N1 (configuration not stated)	?	15%	17µM*	-7	-22%	1.8µM*	?	19%	7%	1%	2%
Cc1ccnc(NC(=O)CCC(=O)N(CC(=O)NCC2CCCO2)Cc2ccc(F)cc2)c1 (configuration not stated)	-2%	-1%	5%	4	-10%	16%	-8%	-1%	-2%	2%	5%
CC1(C)Cc2c(c(-c3ccco3)nc3sc4c(NCCN5CCOCC5)ncnc4c23)CO1	12%	-12%	2%	15	-40%	?	10%	-10%	-3%	?	-1%
c1cncc(-c2nn3c(Cn4nnc5ccccc54)nnc3s2)c1	-1%	?	-26%	10	4%	-1%	0%	4%	-1%	-7%	?
Cc1ccccc1OC(C)C(=O)N1CCC(Cc2ccccc2)CC1 (configuration not stated)	0%	?	0%	1	-2%	19%	-1%	0%	-2%	-26%	-2%
O=C(O)CCC(NS(=O)(=O)c1ccc(N2CCCC2=O)cc1)C(=O)O (configuration not stated)	1%	-28%	12%	0	6%	-9%	-4%	15%	2%	-18%	0%
CCCCCCOC(=O)Cc1c(C)nc(N)[nH]c1=O	-3%	.	0%	10	-1%	28%	-1%	-8%	4%	1%	1%
O=S(=O)(NCCCO)c1ccc2c(c1)Cc1cc(S(=O)(=O)NCCCO)ccc1-2	2%	-1%	0%	-11	-3%	23%	3%	-8%	0%	7%	13µM*
Cc1occc1C(=O)NNC(=O)C(c1ccccc1)c1ccccc1	-1%	-4%	0%	-3	0%	1%	-11%	4%	-6%	-2%	2%
COc1ccc(CCNC(=O)C2CCC(=O)N2Cc2ccccc2Cl)cc1OC (configuration not stated)	-4%	-5%	1%	-16	0%	26%	-6%	3%	0%	4%	.
CCOC(=O)C1CCN(S(=O)(=O)c2ccc3c(c2)N(C(C)=O)CCO3)CC1	-4%	0%	-1%	-8	0%	2%	5%	2%	-4%	4%	.
CC(NS(=O)(=O)c1ccc(CCC(=O)N2CCN(C)CC2)cc1)c1ccccc1 (configuration not stated)	0%	0%	3%[2.3 µM]	12	-6%	99%	1%	-1%	-2%	-1%	7%
COc1ccc(S(=O)(=O)Nc2cc(Cl)ccc2OC)cc1	5%	6%	-3%	-12	-92%	26%	5%	1%	-19%	-1%	3%
CCC(C)C(=O)Nc1cc(Cl)ccc1C(=O)O (configuration not stated)	-8%	0%	-6%	-2	-40%	?	-5%	?	-3%	5%	1%
CCc1cc2ccccc2nc1SCC(=O)Nc1cc(OC)c(OC)cc1C(=O)O	0%	33%[activator]	4%	-5	-19%	-10%	-12%	-5%	0%	?	0%
O=C(CN(C(=O)CCC(=O)Nc1ccccn1)c1ccc(F)cc1)NCc1ccco1	-5%	?	2%	-15	-5%	-4%	-3%	0%	-1%	3%	.
CN(C)C(=S)Nc1ccc(Br)cc1Cl	0%	.	-2%	19	30%	-8%	-11%	-2%	1%	15%	0%
COc1ccc(OCCOc2ccc(N(C)S(=O)(=O)c3ccccc3)cc2)cc1	0%	.	2%	-23	-21%	.	-8%	0%	4%	.	.
CCCN(CC1CC1)c1nc(N)c2c(N)nc(OC)cc2c1C#N	2%	3%	?	?	-61%	7%	-6%	1%	-2%	-6%	?
CN(C)C(=O)CSc1ncnc2scc(-c3ccccc3)c12	4%	-7%	0%	0	-3%	33%	1%	-8%	1%	-6%	1%

Assay outcomes as filed in PubChem.
